Tb PYK inh: T. brucei pyruvate kinase inhibition | Potency, µM (top dose mostly 76.8 µM), inactives show at the top dose activity, negative = inhibition, most hits filed as inhibitors | TbPYK enzyme, Kinase-Glo Plus ATP luminescence, 45 min | 410,000 tested, 0.12% active; further: potency means the concentration at half of the fitted maximal effect; nearly all actives have a fitted effect of over 50% in size
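Readout: single end-point luminescence (Kinase-Glo Plus, 10 min). Reaction conditions were TbPYK/substrate plus 130 uM ADP, 45 min at RT, pH 7.2 TEA buffer. No-enzyme wells served as controls, and data were normalized before concentration-response fitting.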
AmpC inh no detg: blocks E. coli AmpC beta-lactamase in detergent-free assay. 330,000 tested, 0.52% active. AmpC nitrocefin hydrolysis, absorbance 480 nm, 0.0001% Triton. Potency, µM (titrated, usually from 57.1 µM), for inactives: at the top dose activity change, negative = inhibition, usual class: inhibitors. AID 485341;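 further: potency means the concentration at half of the fitted maximal effect; plate controls were no compound for no effect and no enzyme for full effect; nearly all actives have a fitted effect of over 20% in size; some results filed as inactive show a strong effect at the top dose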
Target sequence (P00811 whole entry, looked up): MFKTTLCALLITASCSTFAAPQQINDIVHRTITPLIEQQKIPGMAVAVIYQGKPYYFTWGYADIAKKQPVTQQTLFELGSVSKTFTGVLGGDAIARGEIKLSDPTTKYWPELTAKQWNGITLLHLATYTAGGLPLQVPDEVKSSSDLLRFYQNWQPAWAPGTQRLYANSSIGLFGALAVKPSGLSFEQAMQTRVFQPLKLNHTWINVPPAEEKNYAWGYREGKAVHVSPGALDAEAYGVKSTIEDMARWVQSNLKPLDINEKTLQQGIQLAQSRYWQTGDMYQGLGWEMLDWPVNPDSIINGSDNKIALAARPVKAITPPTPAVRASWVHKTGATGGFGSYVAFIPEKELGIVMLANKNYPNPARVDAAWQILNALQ
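20 mM phosphate pH 7.0 + 0.01% (detergent screen) or 0.0001% Triton X-100; 5.3 nM AmpC reagent; cpd preinc 15 min RT; nitrocefin (800 uM stock) to start; A480 q20 s × 4 min; Activity was normalised to no-enzyme and no-compound control wells.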
AmpC inh detg: inhibitors of E. coli AmpC beta-lactamase with detergent; Potency, µM (highest dose often 114 µM), without a hit: at the highest dose activity change, negative = inhibition, usual class: inhibitors; AID 485294; P00811; 370,000 tested, 0.041% active; AmpC hydrolysis of nitrocefin, absorbance 480 nm, 0.01% Triton;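 further: potency means the concentration at half of the fitted maximal effect; 0% = no-compound wells and -100% = no-enzyme wells; nearly all actives have a fitted effect of over 25% in size; some results filed as inactive show a strong effect at the top dose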
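20 mM phosphate pH 7.0 + 0.01% (detergent screen) or 0.0001% Triton X-100; 5.3 nM AmpC reagent; cpd preinc 15 min RT; nitrocefin (800 uM stock) to start; A480 q20 s × 4 min; Activity was normalised to no-enzyme and no-compound control wells.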
AMA1 RON2 block: inhibitors of Plasmodium falciparum AMA1-RON2 interaction; 360,000 tested, 0.2% active; AlphaScreen AMA1-biotinylated RON2 peptide binding; Potency, µM (highest dose often 58.2 µM), inactives show at the highest dose activity change, negative = inhibition, usual class: inhibitors;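 further: potency means the concentration at half of the fitted maximal effect; 0% = vehicle wells and -100% = peptide control; nearly all actives have a fitted effect of over 45% in size; some results filed as inactive show a strong effect at the top dose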
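AMA1 (3D7) with his tag at 25 nM final met compounds first, then biotinylated RON2 peptide at 25 nM; detection used donor plus acceptor beads, 10 µg/mL apiece, read by AlphaScreen after 30 min at room temperature.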
LmPK inh: LmPK (Leishmania mexicana) enzyme inhibition | Potency, µM (highest dose often 57.5 µM), for the others: at the highest dose activity change, negative = inhibition, usual class: inhibitors | purified LmPK, Kinase-Glo ATP luminescence, 1 h | 290,000 tested, 0.37% active | Q27686; further: potency means the concentration at half of the fitted maximal effect
Target sequence (Q27686 whole entry, looked up): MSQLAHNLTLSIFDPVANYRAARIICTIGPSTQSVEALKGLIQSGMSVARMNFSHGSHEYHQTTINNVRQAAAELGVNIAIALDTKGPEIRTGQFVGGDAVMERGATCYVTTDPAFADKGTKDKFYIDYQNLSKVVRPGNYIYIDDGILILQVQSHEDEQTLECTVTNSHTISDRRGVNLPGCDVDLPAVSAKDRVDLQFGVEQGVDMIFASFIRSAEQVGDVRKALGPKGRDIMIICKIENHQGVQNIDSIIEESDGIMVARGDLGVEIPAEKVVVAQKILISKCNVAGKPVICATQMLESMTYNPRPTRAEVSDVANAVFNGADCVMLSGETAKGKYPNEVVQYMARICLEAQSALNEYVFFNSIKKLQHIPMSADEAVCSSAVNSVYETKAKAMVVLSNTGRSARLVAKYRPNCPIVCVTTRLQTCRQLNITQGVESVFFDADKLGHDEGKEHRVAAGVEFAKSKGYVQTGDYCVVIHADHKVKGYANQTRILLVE
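Purified LmPK (0.1 nM) converted ADP (0.1 mM) to ATP with PEP (0.5 mM) in imidazole buffer pH 7.2 with KCl and MgCl2, 1 h at room temperature. ATP was read by Kinase-Glo luminescence; data normalized to uninhibited and no-enzyme controls.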
Sm TGR block: blocks Schistosoma mansoni thioredoxin glutathione reductase | purified TGR, DTNB reduction, TNB absorbance 405 nm | Potency, µM (titrated, usually from 114 µM), inactives show top-dose activity change, negative = inhibition, hits mostly inhibitors | 360,000 tested, 3% active; further: potency means the concentration at half of the fitted maximal effect; nearly all actives have a fitted effect of over 60% in size
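TGR 20 nM + NADPH 100 uM (dispensed conc.), cpd preinc 15 min RT; start with NADPH (500 uM addition) then DTNB (15 mM addition). Kinetic TNB absorbance, 405 nm filter. Four-parameter Hill fit across titration.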
HCMV inh: inhibitors of human cytomegalovirus | HFF cells, HCMV-luciferase reporter, 72 h; hits give low values | 410,000 tested, 4.5% active | activity change, negative = inhibition, % at 57.5 µM | AID 1259415; in the data active means activity change below about -60%; inconclusive means no clear call, values can overlap the other calls; inactive means above about -39%
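Human foreskin fibroblasts infected with luciferase-reporter HCMV at MOI 1 PFU/cell, compounds at two doses. Luciferase measured 72 h post infection; normalized to buffer-only basal and Salinomycin (10uM) controls.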
* hit, by the source's call; ? = inconclusive; . = not tested or not shown; [ ] = another dose, or the depositor's remark. Unless noted, the call rests on the fitted dose curve; in most records, active means well fitted curve in the direction sought with a large enough effect; inconclusive means small, poorly fitted or top-dose-only effect, or another doubt; inactive means no such curve, though single readings can be large; an effect the other way counts as inactive or inconclusive. Unless noted, on the % scale 0 is the no-effect control and ±100 the full control effect. Compounds were not picked by outcome (roughly 7.4% active in at least one column).

SMILES | Tb PYK inh | AmpC inh no detg | AmpC inh detg | AMA1 RON2 block | LmPK inh | Sm TGR block | HCMV inh
CCCS(=O)(=O)c1nc(S(=O)(=O)c2ccc(C)cc2)c(NCCN2CCOCC2)s1 | 12% | 28% | 0% | 0% | -2% | -31% | -10
O=C(CCc1ccccc1)Nc1ccc(S(=O)(=O)N2CCOCC2)cc1 | 1% | -9% | 4% | 11% | 1% | 9% | 29
CCc1cccc(C)c1NC(=O)CN1C(=O)c2ccccc2S1(=O)=O | -2% | -4% | ? | 21% | -1% | 2% | 19
CCOC(=O)c1nnsc1Nc1ccc(C)c(C)c1 | ? | -17% | 5% | 9% | 0% | 13% | -29
c1ccc(CSc2ncnc3sccc23)cc1 | 2% | -25% | -6% | 24% | -1% | -11% | 35
CCc1nc2c(OCc3ccc(Cl)cc3)cccn2c1N(C=O)Cc1ccccc1 | -2% | . | . | -26% | . | . | 7
COc1ccccc1NS(=O)(=O)c1cccc(NC(=O)c2cc3ccccc3oc2=O)c1 | 6% | -30% | -3% | -1% | -10% | 29% | 4
COc1ccc(C(=O)CC(=O)c2ccc(F)cc2)cc1 | 1% | . | . | 114%[activator] | . | . | 72
NC(CSC(c1ccccc1)(c1ccccc1)c1ccccc1)C(=O)O (stereo not given) | -11% | . | . | 58%[activator] | . | . | 31
O=C(COc1ccc(F)cc1)Nc1nc2c(s1)CCCC2 | -1% | -31% | -9% | -5% | 5% | 9% | 62
COc1ccc(-c2c(C#N)c(SCc3c(C)noc3C)nc3c2C(=O)CC(C)(C)C3)cc1 | 0% | -13% | 0% | 37%[activator] | 1% | -7% | 10
Cc1ccc(-c2cc(C(=O)NNC(=O)c3csc(N4CCOCC4)n3)c3ccccc3n2)cc1 | 1% | 126%[activator] | 0% | 88%[activator] | . | 0% | -14
Cc1ccc(C(=O)Oc2ccc(C(=S)N3CCOCC3)cc2)cc1 | -7% | -6% | 3% | 0% | 4% | -8% | ?
Cc1cccc(NC(=S)/N=C(\N)Nc2nc(C)c3cc(C)ccc3n2)c1 | 3% | -28% | -4% | 37%[activator] | -4% | 8% | 13
Cc1nc(SCC(=O)NCc2cccs2)nc(C)c1C | 4% | -16% | -5% | 4% | -1% | 5% | ?
Cc1ccc(NC(=O)C(C)OC(=O)/C=C/c2ccccc2)cc1 (stereo not given) | 1% | -20% | 0% | -1% | -7% | 9% | 18
COC(=O)/C(=C\Nc1cccc(Cl)c1C)c1ncc(C(F)(F)F)cc1Cl | -18% | -13% | 0% | -3% | 1% | -11% | -19
CC(=O)c1cccc(NC(=O)CN2C(=O)c3ccccc3Sc3ncccc32)c1 | 0% | . | 14% | . | . | -21% | 21
O=C(Nc1ccc(-c2noc(-c3ccccc3F)n2)cc1)c1cccs1 | -11% | -15% | ? | -1%[2.32 µM] | -7% | -2% | 24
N/C(=N\OC(=O)CCCN1C(=O)c2ccccc2C1=O)c1ccccn1 | 0% | -5% | -3% | 46%[activator] | 0% | 8% | ?

A second format for 2 compounds above.
canonical_smiles,Tb PYK inh,AmpC inh no detg,AmpC inh detg,AMA1 RON2 block,LmPK inh,Sm TGR block,HCMV inh
O=C(Nc1ccc(-c2noc(-c3ccccc3F)n2)cc1)c1cccs1,-11%,-15%,?,-1%[2.32 µM],-7%,-2%,24
NC(CSC(c1ccccc1)(c1ccccc1)c1ccccc1)C(=O)O (stereo not given),-11%,.,.,58%[activator],.,.,31

(next part)
SMILES | Tb PYK inh | AmpC inh no detg | AmpC inh detg | AMA1 RON2 block | LmPK inh | Sm TGR block | HCMV inh
Cc1ccc(CNC(=O)CSc2nc(=O)n3ccc(C)cc3n2)cc1 | -3% | . | . | 12% | . | . | 20
C=CCNC(=S)/C(=C(/[O-])c1ccc([N+](=O)[O-])cc1)[n+]1ccccc1 | -10% | -5% | 3% | 18% | -5% | -8% | -33
CCc1ccc(OCC(O)CN2CCC(CN3C(=O)c4cccc5cccc(c45)C3=O)CC2)cc1 (stereo not given) | -6% | -6% | -2% | 0% | 0% | -6% | 20
COc1ccccc1N1CCN(C(=O)C(CCSC)NS(=O)(=O)c2ccc3c(c2)oc(=O)n3C)CC1 (stereo not given) | -11%[15.4 µM] | . | 2% | . | . | -7% | 0
O=C(NCCCN1CCOCC1)c1cc2c(s1)CCCC2 | -7% | -8% | -4% | -3% | 1% | 1% | 1
O=S(=O)(c1ccc(SCc2ccccc2)nc1)N1CCCCC1 | -3% | -15% | 0% | -19% | . | 3% | -8
COc1ccc(NC(=O)C/C(C)=N/NC(=O)c2cnccn2)cc1 | -1% | -17% | 4% | 47%[activator] | -1% | -26% | -13
CCOC(=O)c1ccc(N2CCN(c3cc(C)ccc3C)CC2)c(N)c1 | 2% | -4% | 0% | ? | 0% | 9% | -32
Cc1nc2c(cc1C(=O)N/N=C/c1ccc(O)c(O)c1)c(=O)n(C)c(=O)n2C | -2% | -22% | -10% | -6% | 3% | -22% | -74*
COc1ccc(NC(=O)CCc2ccc(OC)c(OC)c2)cn1 | 7% | -11% | -8% | 8% | 5% | 9% | -8
O=C(c1cc(-c2ccc(F)cc2)on1)N1CCOCC1 | -1% | -2% | -14% | 14% | -3% | -3% | -5
Cc1oc(-c2ccc(C(F)(F)F)cc2)nc1CN(Cc1ccccn1)C[C@@H]1CCC(=O)N1 | -5% | 171%[activator] | -3% | 110%[activator] | 1% | ? | 5
C[C@H](CO)N1C[C@H](C)[C@H](CN(C)Cc2cncnc2)Oc2cc(Br)ccc2S1(=O)=O | 4% | . | . | -20% | . | . | 4
Cc1ccc2c(CN3CCN(c4ccc(Cl)cc4)CC3)cc(=O)oc2c1 | 1% | . | 23% | . | . | -3% | 36
Cc1cc(=O)c2ccc(NC(=O)c3ccccc3)cc2[nH]1 | -12% | . | . | -2% | . | . | -13
CSc1ncccc1C(=O)Nc1ccc(F)c(F)c1F | -2% | -20% | 3% | -15% | 7%[11.5 µM] | 15% | ?
CC(=O)Nc1ccc(S(=O)(=O)N2CCN(C(=O)N3CCCCC3)CC2)cc1 | -1% | -7% | ? | 15% | 1% | -10% | -9
CCC(=O)OCc1c(C(F)(F)F)nn(C)c1Sc1ccc(F)cc1 | -10% | -3% | -7% | 40%[activator] | -3% | 3% | -25
CCOc1ccc(-c2cc(C(=O)NCCCN3CCCC3)c3ccccc3n2)cc1 | -6% | 101%[activator] | 9% | -11% | 4% | 3% | ?
c1ccc(N2CCN(c3ncnc4scc(-c5cccs5)c34)CC2)cc1 | 1% | -15% | ? | -12% | 4% | 9% | -38
Cc1ccc(N2C(=O)c3ccccc3C2Nc2ccc(S(=O)(=O)N3CCCCC3)cc2)nc1 (stereo not given) | -12% | -1% | ? | -3% | 12% | -3% | 11
Cc1ccc(NC(=O)CCSc2nc(-c3ccc4c(c3)OCO4)cc(C(F)(F)F)n2)c(C)c1 | 2% | . | 18% | . | . | 8% | 12
Cc1ccc(S(=O)(=O)N2C[C@H]3[C@H]4C(=O)N(C5CCCCC5)C(=O)[C@H]4CC(=O)[C@H]3[C@@H]2c2ccccc2F)cc1 | 3% | . | . | 0% | . | . | -11
Cn1c(CCN2CCN(c3ccc(F)cc3)CC2)nc2cc(NC(=O)c3ccco3)ccc21 | -15% | 41% | -1% | -20% | 0% | 5% | ?
CCc1nnc(NC(=O)CCN(c2ccc(C)cc2)S(=O)(=O)c2ccccc2)s1 | -7% | 1% | ? | -7% | 2% | -10% | ?
CCN(CC)CCC(=O)c1ccc(F)cc1 | -9% | -15% | -1% | 22% | -7% | 0% | -21
O=C1NC[C@H](Cc2ccccc2)N(CC2CCN(CCCC3CCCC3)CC2)C1=O | 3% | . | . | 16% | . | . | -33
O=C(NCc1ccccc1Cl)c1cccc2c1C(=O)c1ccc(-c3ccc(OC(F)(F)F)cc3)cc1S2(=O)=O | 4% | -6% | . | -4% | . | . | .
Cc1ccc(-c2c(C)sc3ncn(CC(=O)N4CCOCC4)c(=O)c23)cc1C | 6% | 101%[activator] | -6% | 4% | 0% | -1% | -12
CC(C)OC(=O)CSc1nnc(-c2ccc(C(C)(C)C)cc2)n1N | -28% | 8% | 0% | 29% | -12% | -7% | 67
COc1ccc(OC)c(S(=O)(=O)N2CCC(C(=O)NCc3ccncc3)CC2)c1 | 3% | -14% | -4% | -7% | 0% | -12% | 10
Cc1nc(SCC(=O)O)n[nH]1 | 1% | -23% | 2% | -2% | -3% | 4% | -21
CC1CC(=O)N(CC(=O)Nc2ccc(F)cc2)c2ccccc2S1(=O)=O (stereo not given) | 2% | 5% | -1% | 0% | -1% | 8% | 24

Of the compounds above, seven contain an aryl methoxy group:
SMILES | Tb PYK inh | AmpC inh no detg | AmpC inh detg | AMA1 RON2 block | LmPK inh | Sm TGR block | HCMV inh
COc1ccccc1NS(=O)(=O)c1cccc(NC(=O)c2cc3ccccc3oc2=O)c1 | 6% | -30% | -3% | -1% | -10% | 29% | 4
COc1ccc(C(=O)CC(=O)c2ccc(F)cc2)cc1 | 1% | . | . | 114%[activator] | . | . | 72
COc1ccc(-c2c(C#N)c(SCc3c(C)noc3C)nc3c2C(=O)CC(C)(C)C3)cc1 | 0% | -13% | 0% | 37%[activator] | 1% | -7% | 10
COc1ccccc1N1CCN(C(=O)C(CCSC)NS(=O)(=O)c2ccc3c(c2)oc(=O)n3C)CC1 (stereo not given) | -11%[15.4 µM] | . | 2% | . | . | -7% | 0
COc1ccc(NC(=O)C/C(C)=N/NC(=O)c2cnccn2)cc1 | -1% | -17% | 4% | 47%[activator] | -1% | -26% | -13
COc1ccc(NC(=O)CCc2ccc(OC)c(OC)c2)cn1 | 7% | -11% | -8% | 8% | 5% | 9% | -8
COc1ccc(OC)c(S(=O)(=O)N2CCC(C(=O)NCc3ccncc3)CC2)c1 | 3% | -14% | -4% | -7% | 0% | -12% | 10
